Screening data deposited in PubChem by several laboratories.
CF NFkB block = inhibitors of cystic fibrosis induced NF-kB. KKLEB NF-kB-GFP reporter, PAF-induced, GFP fluorescence overnight. 360,000 tested, 0.86% active. inhibition, % at 5 µM;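 active means at least 50% inhibition at 5 µM, scaled per plate between neutral and stimulator controls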;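 further: PAF is a Pseudomonas aeruginosa culture filtrate used as stimulus; plate controls were PAF-stimulated DMSO wells for no effect and unstimulated DMSO wells for full effect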
NR2E3 ag-1 = NR2E3 (human) agonism; GST-NR2E3/biotin-RetCOR TR-FRET, 1536-well; inhibition of corepressor binding, % at 4.78 µM; 320,000 tested, 0.12% active; AID 2300;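 active means percent inhibition above the cutoff of mean plus 3 SD of all tested compounds, set per screening campaign, cut at about 20% in these data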;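 further: 0% = DMSO wells and 100% = biotin wells as full block of FRET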
Target sequence (Q9Y5X4 whole entry, looked up): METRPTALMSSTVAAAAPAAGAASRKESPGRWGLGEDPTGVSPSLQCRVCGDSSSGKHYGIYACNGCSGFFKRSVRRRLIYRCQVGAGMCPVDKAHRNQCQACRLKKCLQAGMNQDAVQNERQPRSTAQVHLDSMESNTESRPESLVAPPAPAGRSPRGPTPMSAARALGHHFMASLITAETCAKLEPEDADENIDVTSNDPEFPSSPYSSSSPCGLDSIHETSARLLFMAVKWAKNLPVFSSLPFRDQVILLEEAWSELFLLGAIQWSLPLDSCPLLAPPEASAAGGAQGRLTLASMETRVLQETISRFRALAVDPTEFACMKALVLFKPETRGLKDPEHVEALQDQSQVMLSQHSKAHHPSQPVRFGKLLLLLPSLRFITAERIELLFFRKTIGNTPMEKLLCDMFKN
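Test system: GST-NR2E3 and biotin-RetCOR proteins | Quantity: 1.35 nM GST-tagged NR2E3 final | Medium: Tris pH 7.5 | Also added: 7 nM biotin-RetCOR | Dosing: Compound at 4.8 µM, single dose | Timing: 5 h at 4 °C | Detection: Time-resolved FRET | Read-out basis: Percent inhibition | Benchmarks: Biotin wells as high control, 0.6% DMSO wells as low control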
KKLEB cytotox = CF airway cell cytotoxicity counter-screen; 360,000 tested, 0.36% active; KKLEB CF airway cells viability, ATPlite luminescence, overnight; stronger effect = lower value; cells stimulated with P. aeruginosa culture filtrate; AID 602141; activity change (cytotoxicity), % at 5 µM;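 active means corrected activity change at or below -50% at 5 µM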
aDG glyco up = alpha-DG glycosylation activation. Pro5-aDG cells, alpha-DG glycosylation AlphaScreen (IIH6); 0% Pro5, 100% B10-LARGE cell signal. activation, % at 10 µM. 360,000 tested, 0.22% active. AID 624168;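 active means activation of at least 8% versus controls, or a plate z-score of at least 8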;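 further: Pro5 are CHO cells carrying HIG-tagged alpha-DG that lacks glycosylation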
HIF-2a inh = HIF-2a inhibition | 786-0 RCC cells HIF-2a reporter, luciferase luminescence, overnight | inhibition, % at 18.8 µM | 360,000 tested, 0.72% active | AID 624352;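 active means inhibition of the luminescence signal of 40% or more relative to plate controls, in a single-dose primary screen at 18.75 µM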
hiPSC survival = hiPSC single-cell survival enhancement | 360,000 tested, 0.044% active | survival enhancement, % at 20 µM | ATPlite luminescence; 100% = ROCK inhibitor wells, 0% = DMSO | AID 602274; in the data active means survival enhancement above about 18%;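 further: cells exposed to compounds for 16 hours before the ATP read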
NR2E3 ag-2 = activates human NR2E3 receptor; CHO-S Gal4-NCOR/VP16-NR2E3 two-hybrid, luciferase; 360,000 tested, 0.35% active; Q9Y5X4; inhibition of corepressor binding, % at 3.98 µM; AID 602229;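 active means inhibition above the mean of all tested compounds plus 3 SD, cut at about 70% in these data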;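 further: 0% = DMSO with NR2E3 transfected cells and 100% = cells lacking NR2E3 construct; higher means lower luciferase signal from less NR2E3 corepressor binding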
Shn3 inh set2 = Schnurri-3 reporter inhibition in Clone20 osteoblasts; Clone20 osteoblast Shn3 3'UTR firefly luciferase, 24 h; inhibition, % at 12.5 µM; 360,000 tested, 0.52% active;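 active means mean inhibition of at least 75% with every replicate also reaching 75%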;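 further: 0% = median of neutral control wells and 100% = pilot-screen positive control compound; some compounds past the cut are filed as inactive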
TWEAK Fn14 block = blocks TWEAK-Fn14 interaction in a reporter cell assay; TWEAK-stimulated Fn14 reporter cells, luciferase luminescence, 8 h; 360,000 tested, 2% active; AID 1159606; inhibition, % at 10 µM; in the data active means inhibition above about 50%
Peg3 prom inh = reduces Peg3 promoter-driven luciferase expression in HeLa | HeLa PEG-Prom luciferase reporter, luminescence, overnight | inhibition, % at 20 µM | 360,000 tested, 1.7% active | AID 588405;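 active means inhibition of at least 50% at 20 µM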
TRPM1 prom inh = MITF TRPM1 promoter inhibition in SK-MEL-5 cells; SK-MEL-5 TRPM1 promoter luciferase, 24 h; inhibition, % at 12.5 µM; 330,000 tested, 0.83% active; AID 488899;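 active means mean inhibition across replicates of 60% or more, whatever share of single replicates reaches that level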; further: values of inactives mirror those of a sister screen read the other way
* = called active by the depositor; . = no result given.

SMILES | CF NFkB block | NR2E3 ag-1 | KKLEB cytotox | aDG glyco up | HIF-2a inh | hiPSC survival | NR2E3 ag-2 | Shn3 inh set2 | TWEAK Fn14 block | Peg3 prom inh | TRPM1 prom inh
CCN1C(=O)C(CC(=O)NCc2ccc(Cl)cc2)N(CC)C1=O (stereo not given) | 10 | -1 | 8 | -0.2 | 12 | 0.5 | -11 | 2 | 2 | 6 | -2
O=C(O)C1CCCN1C(=O)NC1CCCCC1 (stereo not given) | 28 | -2 | -2 | 0.0 | 10 | -0.3 | -21 | 0 | 9 | 4 | 37
Cc1oc(-c2ccc(Cl)cc2)[n+]([O-])c1C | -3 | 0 | 4 | -0.2 | 0 | 1.2 | -11 | 0 | -25 | -20 | -6
COc1cccc(CNn2cn[nH]c2=S)c1OCc1ccccc1 | 3 | 2 | 6 | -0.5 | 7 | 0.7 | 6 | -6 | -7 | 14 | 8
COc1ccc(-n2nc(C(=O)O)c3ccccc3c2=O)cc1 | 12 | 2 | -2 | -0.1 | 9 | -3.9 | 3 | 18 | -26 | 6 | 8
CCOC(=O)N1CCN(S(=O)(=O)c2cc(-c3nn4c(C)nnc4c4ccccc34)ccc2C)CC1 | -11 | 1 | -6 | -0.2 | 2 | 2.2 | 12 | 18 | 23 | -4 | -17
CC(=O)c1ccc(NC(=O)CSc2nc(Nc3ccccc3)nc(N3CCOCC3)n2)cc1 | 16 | 0 | -16 | -0.2 | 25 | 0.5 | 4 | 9 | 4 | 2 | -16
COc1ccccc1C(=O)NNC(=O)C(=O)NC(C)(C)C | -6 | -2 | -6 | 0.0 | 4 | -0.9 | -25 | -5 | -7 | -3 | 20
CCCN=C1NC(=O)C(CC(=O)NCCc2ccc(OC)c(OC)c2)S1 (stereo not given) | 7 | 2 | -6 | 0.4 | 18 | 2.0 | -21 | 8 | 17 | 4 | 0
Cc1[nH][nH]c(=O)c1C(c1c(C)[nH][nH]c1=O)c1cn(Cc2ccc(Cl)c(Cl)c2)c2ccccc12 | 30 | 11 | -15 | 0.4 | -14 | -2.3 | -7 | 12 | 20 | 45 | 40
COc1cc(C)nc(Oc2ccc(OCCOc3ccc(C)cc3)nn2)n1 | 1 | -4 | 6 | 0.1 | -4 | -1.5 | -30 | -2 | 3 | 1 | 3
Cc1ccccc1OC(=O)C1C(c2ccccc2)C(C(=O)O)C1c1ccccc1 (stereo not given) | 6 | -3 | 4 | 0.0 | 15 | 2.7 | -9 | -14 | 5 | 12 | 2
O=c1c([N+](=O)[O-])c[nH]c2ccccc12 | -8 | 1 | 9 | -0.2 | 3 | -1.0 | -9 | -24 | 11 | 0 | 14
COC(=O)c1cc(Br)c(=O)n(-c2nccs2)c1 | -7 | 25* | -4 | 0.6 | 2 | 4.1 | 4 | 6 | -5 | 8 | -2
CCCCNc1nc2ccccc2nc1Cl | 0 | -3 | -6 | 0.4 | 12 | 0.1 | -33 | -6 | 7 | 14 | -7
O=C(OCn1nnc2ccccc2c1=O)C12CC3CC(CC(O)(C3)C1)C2 | -1 | -4 | -11 | -0.2 | 11 | -0.7 | 4 | 7 | -15 | -9 | -18
COc1ccc2c(CC(=O)OCC(=O)NC(N)=O)coc2c1 | 14 | 1 | -7 | 0.0 | 17 | 0.3 | -1 | 4 | -7 | 6 | 5
O=C(NCC(c1cccnc1)N1CCN(c2ccccc2F)CC1)c1cccc(Cl)c1 (stereo not given) | -8 | -2 | -5 | 0.5 | 14 | -1.5 | -14 | 38 | 24 | 9 | 11
Cc1ccc(C(=O)COC(=O)c2cn3ccccc3n2)cc1 | 7 | 3 | -3 | -0.3 | -54 | 0.0 | -26 | -29 | -30 | -90 | -26
CCN(C(=O)COC(=O)c1n[nH]c2ccccc12)c1ccccc1 | -27 | 2 | 0 | -0.1 | -19 | -2.9 | -6 | 12 | -6 | -15 | -2
COc1ccccc1CNC(=O)CCN1C(=O)c2ccccc2C1=O | 1 | 4 | 4 | -0.2 | 10 | -0.6 | -34 | 69 | 23 | -6 | -7
CC(C)c1csc(CN2CCN(Cc3ccccc3)C(CCO)C2)n1 (stereo not given) | -7 | 0 | 12 | -0.1 | 16 | 0.5 | -15 | 10 | 27 | 14 | 19
COc1ccc(OC(C)C(=O)Nc2ccccc2F)cc1 (stereo not given) | 14 | 3 | -7 | 0.2 | 5 | -2.5 | -21 | 10 | -5 | 3 | 3
O=C(COC(=O)c1ccc(F)cc1)NCC1COc2ccccc2O1 (stereo not given) | -10 | . | 6 | 0.0 | 4 | -3.1 | 31 | -18 | 9 | 5 | -11

2 entries from above, as comma-separated lines.
Compound,CF NFkB block,NR2E3 ag-1,KKLEB cytotox,aDG glyco up,HIF-2a inh,hiPSC survival,NR2E3 ag-2,Shn3 inh set2,TWEAK Fn14 block,Peg3 prom inh,TRPM1 prom inh
O=C(OCn1nnc2ccccc2c1=O)C12CC3CC(CC(O)(C3)C1)C2,-1,-4,-11,-0.2,11,-0.7,4,7,-15,-9,-18
COc1ccc2c(CC(=O)OCC(=O)NC(N)=O)coc2c1,14,1,-7,0.0,17,0.3,-1,4,-7,6,5

The listing continues.
SMILES | CF NFkB block | NR2E3 ag-1 | KKLEB cytotox | aDG glyco up | HIF-2a inh | hiPSC survival | NR2E3 ag-2 | Shn3 inh set2 | TWEAK Fn14 block | Peg3 prom inh | TRPM1 prom inh
Cc1cc(C(C)(C)C)cc(C)c1S(=O)(=O)N1CC(=O)Nc2ccccc21 | 5 | 2 | -9 | 0.2 | 15 | 0.2 | 2 | 77 | -6 | -28 | -2
CC1CCN(C(=O)C2CCN(C(=O)c3cc4sccc4n3Cc3ccc(F)cc3)CC2)CC1 | 19 | 6 | -11 | 0.0 | 8 | -2.2 | 12 | 29 | 4 | 21 | 18
O=C(NCC1CCOCC1)c1cc(COc2ccc(F)cc2F)on1 | 2 | -3 | -8 | -0.4 | -7 | -0.5 | 0 | 3 | -7 | -5 | 0
CCOc1ccccc1N(CC(=O)Nc1ccc(C)cc1)S(C)(=O)=O | 3 | 2 | 1 | -0.3 | 17 | 7.3 | 17 | -2 | -9 | -1 | -6
Cc1[nH]nc(SCC(=O)N2CCCCC2)c1[N+](=O)[O-] | 7 | -5 | -6 | -0.3 | -146 | -0.9 | -49 | -56 | 3 | -85 | -17
COc1ccccc1NC(=O)C1=C(C)NC(=O)NC1c1ccccc1[N+](=O)[O-] (stereo not given) | -24 | 1 | 2 | -0.2 | -107 | 1.0 | -43 | -15 | 0 | -53 | 8
O=Cc1ccc(OC(=O)/C=C/c2ccccc2)cc1 | 9 | 0 | -13 | 0.1 | 18 | 0.4 | -25 | -9 | -11 | -11 | -6
CC(=O)C1=C(C)N2CCN=C2S1 | 0 | -1 | 9 | -0.1 | 20 | -0.5 | 23 | -2 | -4 | 10 | -6
CCN(CC)CCNC(CC(=O)Nc1ccc(Cl)cc1Cl)C(=O)O (stereo not given) | -3 | -3 | 2 | -0.1 | -1 | 2.3 | 7 | -7 | -1 | -2 | -5
CS(=O)(=O)c1ccc(C(=O)OCC(=O)c2ccc(Cl)s2)cc1 | -9 | 2 | -6 | 0.0 | 7 | -0.6 | 7 | -14 | -4 | 12 | -5
Cc1cccc(C(=O)N2CCCC(Nc3ccc(C)c(C)c3)C2)n1 (stereo not given) | -3 | 1 | 6 | 0.3 | 8 | 0.2 | -30 | -1 | 5 | 1 | 6
CSCCC(NC(=O)COc1ccccc1)C(=O)N1CCN(c2ccccc2Cl)CC1 (stereo not given) | 3 | 1 | 2 | 0.3 | -5 | 1.8 | -18 | 13 | -3 | 4 | 2
COc1ccc2oc(-c3ccc(C)c(NC(=O)CSc4ccc(Cl)cc4)c3)nc2c1 | 22 | 0 | -33 | 0.3 | -69 | 0.6 | -58 | -14 | -32 | -91 | -41
COC(=O)[C@@]12CCCN1[C@H](c1ccc(-c3ccc(Cl)c(Cl)c3)cc1)[C@H]1C(=O)N(C)C(=O)[C@H]12 | 21 | 3 | 13 | 0.1 | 3 | -0.1 | -6 | 20 | 7 | 24 | 23
CN1CCN(C(=O)CSc2nc3ccc(NC(=O)c4ccccc4F)cc3s2)CC1 | -14 | 4 | -10 | -0.1 | -136 | -0.5 | -51 | -3 | -22 | -78 | -29
CCOc1cc(/C=N/NC(=O)c2cccnc2)ccc1O | 8 | 2 | 7 | 0.0 | 15 | 0.3 | -15 | -16 | 1 | 3 | 8
CC(NC(=O)C1CCN(S(=O)(=O)c2ccc(Br)s2)CC1)c1ccccc1 (stereo not given) | -13 | 4 | 9 | -0.1 | 25 | 1.0 | -3 | 26 | 24 | 14 | 0
Cc1cc(C)n(-c2ccc(C(=O)OCn3nnc4ccccc4c3=O)cc2)n1 | 2 | 2 | 3 | -0.1 | 7 | -0.5 | -5 | 2 | 5 | -2 | 4
CN(CC(=O)Nc1ccc(Cl)cc1)CC(=O)Nc1cccc2ccccc12 | 24 | 1 | -6 | 0.2 | -32 | 0.4 | 8 | -103 | -22 | 21 | 3
O=C(Nc1nnc(COc2ccccc2)s1)c1ccco1 | 8 | 0 | 1 | 0.0 | -18 | -2.8 | 8 | 6 | -16 | -21 | 8
O=C(Nc1ccccc1C(=O)Nc1ccccn1)c1ccccc1F | -16 | 0 | 1 | 0.0 | 0 | -0.4 | -18 | -21 | 21 | 4 | 7
Cc1cc(C)cc(NC(=O)C2CCN(C(=O)[C@@H]3Cc4ccccc4CN3)CC2)c1 | -3 | -2 | -22 | 0.1 | -18 | -0.8 | -40 | 2 | -3 | -4 | 10
COc1ccc(CCNC(=O)COC(=O)/C=C/c2cccc(F)c2)cc1 | -2 | . | 12 | -0.2 | -4 | 1.4 | -36 | 14 | -11 | 6 | 12
COc1ccc(N2CCN(C(=O)Cc3nn(C)c(=O)c4ccccc34)CC2)cc1 | 4 | 2 | 2 | 0.3 | 6 | -0.7 | 3 | 36 | 4 | 13 | 9
CCCN1CCC(=O)N([C@H](CSc2ccc(Br)cc2)Cc2ccccc2)CC1 | 0 | -3 | -30 | 0.3 | -18 | -1.9 | 4 | 19 | 8 | 20 | -5
COc1ccc(NC(=O)CCC(=O)c2cccs2)cc1S(=O)(=O)Nc1ccc(Cl)cc1 | 10 | 0 | -22 | 0.0 | 16 | 8.1 | -23 | 23 | 33 | 22 | 5
O=C(CCc1nc2ccccc2c(=O)[nH]1)NCc1ccco1 | -1 | -4 | 21 | -0.1 | 11 | 4.8 | 2 | -10 | 6 | 1 | 1
Cn1c(=O)[nH]c(=O)c2c1nc(N1CCCCC1)n2C/C=N/NC(=O)c1cc(Br)ccc1O | 22 | -2 | -15 | -0.1 | 10 | -0.6 | -21 | -4 | -13 | -7 | 10
CCOC(=O)c1[nH]c(C)c(C(=O)N(C)Cc2ccccc2)c1C | -8 | 2 | 5 | -0.1 | 5 | -0.4 | -4 | -2 | -4 | 15 | -5
CC(OC(=O)C1=COCCO1)C(=O)Nc1ccc(Oc2ccccc2)cc1 (stereo not given) | 1 | -1 | -8 | -0.2 | -9 | -2.1 | 1 | 10 | -2 | 16 | -2
